Source: PubChem
p53 reactivator = re-activators of mutant p53; H1299 p53-A138V BP100-luciferase reporter, luminescence, 24 h; Potency, µM (top dose mostly 92.2 µM), for the others: at the highest dose activity change, positive = activation, most hits filed as activators; 320,000 tested, 0.063% active; note: % of control where 0% means no effect; nearly all actives have a fitted effect of over 45% in size
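H1299 (p53-null), stable ts p53-A138V + BP100-Luc; 1000 cells/well, Opti-MEM/10% FBS; cpd 4 pt, 1:5; 24 h, 37 deg C, 5% CO2; detection reagent 10 min RT; luminescence.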
uPA surface inh = cell surface uPA generation inhibition; AID 540303; Potency, µM (top dose mostly 38.3 µM), inactives show at the top dose activity change, negative = inhibition, most hits filed as inhibitors; cell surface uPA generation assay, qHTS; 330,000 tested, 0.31% active; active = well fitted inhibition curve with a large enough effect; inconclusive = small, poorly fitted or top-dose-only effect; inactive = no such curve, though single readings can be large or run the other way; tested in mouse RAW 264.7 cells; note: % is set by controls: 0 for no effect and ±100 for the full control effect; nearly all actives have a fitted effect of over 55% in size
MBNL1-CUG inh = MBNL1-poly(CUG) RNA binding inhibition; Q9NR56; TR-FRET MBNL1-His/biotin-(CUG)12 binding, 665/545 ratio; Potency, µM (series often up to 57.5 µM), for the others: top-dose activity change, negative = inhibition, hits mostly inhibitors; 280,000 tested, 0.036% active; AID 2675; active = well fitted inhibition curve with a large enough effect in the signal ratio, with a control signal flat, not every such curve was filed as active; inconclusive = small, poorly fitted or top-dose-only effect, or effect the other way, or a change in a side signal; inactive = no such curve, though single readings can be large or run the other way; the % refers to the signal ratio; note: % is set by controls: 0 for no effect and ±100 for the full control effect
Target sequence (Q9NR56 whole entry, looked up): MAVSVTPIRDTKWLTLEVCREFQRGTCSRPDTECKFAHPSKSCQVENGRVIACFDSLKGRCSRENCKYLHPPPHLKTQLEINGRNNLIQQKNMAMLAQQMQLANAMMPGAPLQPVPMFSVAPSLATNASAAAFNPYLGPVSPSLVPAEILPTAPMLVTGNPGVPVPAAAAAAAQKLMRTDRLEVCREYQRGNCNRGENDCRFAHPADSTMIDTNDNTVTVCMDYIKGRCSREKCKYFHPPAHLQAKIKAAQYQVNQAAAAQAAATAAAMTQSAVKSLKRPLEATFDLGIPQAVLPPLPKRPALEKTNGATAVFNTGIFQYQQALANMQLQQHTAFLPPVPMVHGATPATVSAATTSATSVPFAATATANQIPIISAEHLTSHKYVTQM
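MBNL1-His + Biotin-(CUG)12, cpd titration 92 nM–58 uM; Tb anti-His Ab 0.055 ng/ul, SA-XL665 5 nM (final); 60 min RT; ratiometric 665/545 nm, Ex 340 nm; normalized to buffer and full-complex controls.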
NPC1 prom act = activators of NPC1 promoter; Huh7 NPC1 promoter luciferase reporter, 24 h; Potency, µM (series often up to 9.22 µM), without a hit: at the top dose activation, most hits filed as activators; 320,000 tested, 2.4% active; AID 485313;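 note: % of control where 0% means no effect; nearly all actives have a fitted effect of over 60% in size; reporter is driven by a mutant NPC1 promoter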
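Compounds in DMSO were transferred onto Huh7 NPC1-luciferase reporter cells pre-incubated 2 h; after 24 h at 37 °C, Amplite reagent was dispensed and luminescence recorded 10 min later.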
RORgamma inh = blocks mouse ROR gamma transcriptional activity; P51450; Drosophila S2 Gal4-RORgamma UAS-luciferase reporter, 20 h; Potency, µM (titrated, usually from 53.6 µM), without a hit: top-dose activity change, negative = inhibition, hits mostly inhibitors; 310,000 tested, 5.4% active; note: % is set by controls: 0 for no effect and ±100 for the full control effect; nearly all actives have a fitted effect of over 60% in size
Target sequence (P51450 whole entry, looked up, the tested form may be a part): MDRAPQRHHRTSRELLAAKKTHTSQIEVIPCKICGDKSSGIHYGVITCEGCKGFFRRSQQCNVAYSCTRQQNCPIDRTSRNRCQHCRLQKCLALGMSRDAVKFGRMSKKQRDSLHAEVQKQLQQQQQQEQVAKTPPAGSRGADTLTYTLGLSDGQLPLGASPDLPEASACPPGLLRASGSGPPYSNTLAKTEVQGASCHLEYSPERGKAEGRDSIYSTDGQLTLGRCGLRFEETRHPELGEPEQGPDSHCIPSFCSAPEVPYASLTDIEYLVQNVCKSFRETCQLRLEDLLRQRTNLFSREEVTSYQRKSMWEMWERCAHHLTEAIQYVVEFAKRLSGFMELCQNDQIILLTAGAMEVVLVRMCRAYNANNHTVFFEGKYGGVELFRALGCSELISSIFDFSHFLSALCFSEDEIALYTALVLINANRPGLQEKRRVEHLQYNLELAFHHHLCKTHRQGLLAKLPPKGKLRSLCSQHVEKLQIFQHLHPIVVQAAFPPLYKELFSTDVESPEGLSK
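Luciferase reporter read in Schneider cells carrying Gal4-RORγ (mouse) and UAS-Photinus luciferase; cells given compound 1 h before 700 uM copper sulfate induction, then incubated 20 h at ambient temperature.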
Rab9 promoter act = activates the Rab9 promoter | Huh7 Rab9 promoter-luciferase reporter, luminescence, 24 h | Potency, µM (top dose mostly 9.22 µM), without a hit: at the highest dose activation, negative = inhibition, actives largely listed as activators | 320,000 tested, 2.8% active; note: % of control where 0% means no effect; nearly all actives have a fitted effect of over 60% in size
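Cell-based reporter: Huh7 stable for Rab9 promoter-driven luciferase, plated in reduced-serum medium with 10% FBS at 1500 cells/well, compound-treated 24 h at 37 °C, luminescence read after 10 min reagent.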
CXXC DNA block = blocks binding of human MLL CXXC domain to DNA | Q03164 | MLL-CXXC / FITC-HOXA9 DNA fluorescence polarization | 290,000 tested, 0.037% active | Potency, µM (highest dose often 115 µM), for inactives: top-dose activity change, negative = inhibition, most hits filed as inhibitors; active = well fitted inhibition curve with a large enough effect in the polarisation, with a control signal flat, not every such curve was filed as active; inconclusive = small, poorly fitted or top-dose-only effect, or effect the other way, or a change in a side signal; inactive = no such curve, though single readings can be large or run the other way; the % refers to the polarisation
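Steps: dispense CXXC domain solution (7 uM) → pin compounds or unlabeled HOX-A9 DNA control → 5 min ambient → add FLSN-HOX-A9 solution (50 nM) → spin → 30 min ambient → fluorescence polarization. Tris pH 7.5/NaCl/DTT/BSA buffer.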
Gal4-VP16 FLuc = Gal4-VP16 reporter inhibition counter-screen; Drosophila S2 Gal4-VP16 UAS-luciferase, luminescence, 20 h; Potency, µM (highest dose often 53.6 µM), without a hit: top-dose activity, negative = inhibition, usual class: inhibitors; 310,000 tested, 3.5% active;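 note: Gal4-VP16 expression switched on by copper sulfate through the metallothionein promoter; % is set by controls: 0 for no effect and ±100 for the full control effect; nearly all actives have a fitted effect of over 50% in size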
FLuc counter = inhibits or activates purified firefly luciferase, miR-21 counter-screen. P08659. purified FLuc, Km substrates, luminescence inhibition. Potency, µM (highest dose often 57.5 µM), inactives show at the top dose activity change, negative = inhibition, most hits filed as inhibitors. 360,000 tested, 6.9% active. AID 588342;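 note: plate controls were vehicle for no effect and reference inhibitor for full effect; nearly all actives have a fitted effect of over 55% in size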
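Purified P. pyralis luciferase, 10 nM final, with Km-level 10 uM D-luciferin and 10 uM ATP in 50 mM Tris acetate pH 7.5, 10 mM Mg acetate, 0.01% Tween-20, 0.05% BSA; 6-point qHTS titration about 60 µM downward; luminescence read.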
ELG1 genotoxic = induces genotoxicity in HEK293T cells with luciferase-tagged ELG1; HEK293T ELG1-luciferase reporter, luminescence, 16 h; Potency, µM (doses to about 46 µM), without a hit: at the top dose activity change, positive = activation, usual class: activators; 330,000 tested, 1.3% active; note: % of control where 0% means no effect; nearly all actives have a fitted effect of over 60% in size
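Reporter readout depends on ELG1 protein level, which increases with genetic stress. After 16 hr compound exposure at 37 °C, luciferase activity was quantified using ONE-Glo.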
BRCA1 expr act = BRCA1 expression activation; Potency, µM (titrated, usually from 46.1 µM), without a hit: top-dose activation, hits mostly activators; 380,000 tested, 1.1% active; MCF7-BRCA1-FFLuc reporter, luminescence, 48 h; response scale: scaled: vehicle 0%, 10 µM genistein 100%; note: nearly all actives have a fitted effect of over 80% in size; some results filed as inactive show a strong effect at the top dose
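MCF7-BRCA1-FFLuc cells, 2000/well in phenol-red-free MEM, attached 2 h then treated 48 h at 37 C. Luciferase luminescence read 15 min after reagent; normalized to genistein maximum activation (10microM) and DMSO, concentration-response fitted.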
* hit, by the source's call; ? = inconclusive; / = not tested or not shown; [ ] = another dose, or the depositor's remark. Unless noted, calls come from the whole dose curve; as a rule, active = well fitted curve in the direction sought with a large enough effect; inconclusive = small, poorly fitted or top-dose-only effect, or another doubt; inactive = no such curve, though single readings can be large; an effect the other way counts as inactive or inconclusive. Potency is the fitted concentration of half-maximal effect. Not all compounds are listed; the hit share may differ from the screen's.

SMILES	p53 reactivator	uPA surface inh	MBNL1-CUG inh	NPC1 prom act	RORgamma inh	Rab9 promoter act	CXXC DNA block	Gal4-VP16 FLuc	FLuc counter	ELG1 genotoxic	BRCA1 expr act
Cc1ccc(S(=O)(=O)Nc2nc(N)n(-c3ccccc3)n2)cc1	-3%	8%	-8%	-3%	-13%	-3%	7%	4%	-15%	-2%	-30%
COc1ccccc1OCCNC(=O)c1cccc(S(=O)(=O)NCc2ccccc2)c1	-1%	-10%	/	-3%	/	-7%	/	/	-1%	0%	-35%
CNC(=S)N1CCn2cccc2C1c1cc(OC)c(OC)c(OC)c1 (configuration not stated)	-1%	4%	3%	-1%	3%	-2%	3%	3%	3%	-2%	-7%
C/C(=N\NC(=O)c1cc(-c2ccc(Br)s2)[nH]n1)c1ccncc1	-7%	5%	2%	-4%	-5%	-5%	-3%	7%	?	-4%	-43%
CN(C)C(/C=C/Nc1ccc(F)cc1)=C(C#N)C#N	4%	-4%	-9%	-2%	1%	3%	-9%	-7%	4%	2%	4%
C/C(=N\NC(=O)c1ccccc1O)c1ccc(Br)s1	?	-7%	?	?	2µM*	?	3%	2µM*	3.8µM*	5%	41%
O=C(COC(=O)C1=COCCO1)Nc1ccc(F)cc1	6%	0%	/	-5%	/	2%	/	/	-2%	-1%	-8%
CCOC(=O)c1sc(C(=O)OCC)c(OCCO)c1OCCO	1%	1%	-2%	1%	-24%	-2%	?	0%	8%	2%	4%
Cc1oc2cc(Br)c(O)c(Br)c2c1-c1ccccc1	?	-6%	-7%	27%	8%	21%	6%	-9%	?	13%	82%
Cc1ccc(N2C(=O)N(CC(=O)NC(c3ccccc3)c3ccccc3)C(=O)C2C)cc1 (configuration not stated)	0%	5%	3%	1%	10%	2%	23%	-8%	-1%	0%	-19%
COCCn1c(SCC(=O)Nc2ccc(NC(C)=O)cc2)nc2c([nH]c3ccccc32)c1=O	6%	0%	1%	0%	5%	8%	-1%	-3%	-1%	10%	-18%
O=C(/C=C/c1ccccc1Cl)OCC(=O)c1ccc[nH]1	?	-28%	/	11%	/	2%	/	/	9.5µM*	6%	4%
COc1ccc(/C=C/C(=O)N(C)C2CCCCC2)cc1Br	3%	-2%	-1%	16%	19%	22%	0%	-5%	24µM*	?	?
Cc1c(Nc2cc(Cl)c3nonc3c2[N+](=O)[O-])c(=O)n(-c2ccccc2)n1C	-9%	28%	?	-42%[inhibitor]	4µM*	-38%[inhibitor]	-16%	4µM*	0%	-16%	-90%[inhibitor]
Cc1cc(Oc2ccccc2)nc(N2CCOCC2)n1	4%	-6%	-5%	6%	24%	19%	3%	-24%	-19%	?	25%
COc1ccc([N+](=O)[O-])c(S(=O)(=O)c2ccc(Cl)cc2)n1	-12%	-18%	?	-9%	?	-18%	9%	?	-19%	3%	-101%[inhibitor]
CCOc1ccc2c(c1)C(=O)c1cc(OCC(=O)O)ccc1-2	-6%	-7%	/	14%	17%	2%	5%	-19%	3.4µM*	-8%	0%
Cc1ccc(C(=O)C(=O)c2ccc(C)c(N)c2)cc1N	1%	-2%	/	-2%	39%	1%	4%	1%	-6%	5%	-8%
COc1ccc(NC(=O)C2=CN3CCS(=O)(=O)N=C3C=C2)c(OC)c1	0%	12%	/	-2%	/	-8%	/	/	-2%	-1%	-15%
O=C(CCc1nnc(CCC2CCCCC2)o1)NCCc1ccccn1	2%	-16%	-3%	2%	-5%	-1%	0%	-22%	5%	2%	10%
CCOC(=O)CSC1=C(C#N)C(=O)NC2(CCCCC2)S1	4%	-2%	-3%	0%	-25%	9%	-1%	-1%	-4%	4%	-8%
CC(=O)N1CCN(C(=O)c2ccc(-c3ccccc3Cl)o2)CC1	?	-27%	/	27%	/	?	/	/	?	?	11µM*
C=CCNC(=S)N1CCN(Cc2ccc3c(c2)OCO3)CC1	?	14%	-8%	1%	-13%	-6%	-3%	-2%	-4%	-1%	7%
C=CCn1c(SCC(=O)Nc2ccc(F)cc2F)nnc1-c1cnccn1	9%	6%	-2%	28%	5%	22%	2%	25%	?	?	72%
COc1ccc(-c2n[nH]c3c2CN(C(=O)c2ccc(F)cc2)CC3)cc1	-23%	0%	-11%	3%	-22%	1%	11%	-12%	3%	0%	-19%
O=S(=O)(c1cccc2nsnc12)N1CCN(C/C=C\c2ccccc2)CC1	-2%	7%	?	2%	?	-4%	0%	-5%	?	-11%	0%
COc1ccc(NC(=O)CN(C)C(=O)c2cccc(S(=O)(=O)N3CC4(C)CC3CC(C)(C)C4)c2)cc1 (configuration not stated)	-2%	-5%	/	-6%	/	-4%	/	/	5%	-6%	-32%
NS(=O)(=O)c1cc2c(cc1Cl)NC(C1C[C@H]3C=C[C@@H]1C3)NS2(=O)=O (some centres not stated)	0%	18%	-5%	0%	24%	1%	1%	-28%	8%	-1%	3%
Cc1c(Br)c(C(F)(F)F)nn1CC(=O)N(C)C1CCCCC1	-3%	0%	0%	0%	-4%	6%	2%	-4%	0%	-2%	0%
O=C(OCC(=O)c1ccccc1Cl)c1cnccn1	-5%	2%	-6%	-6%	0%	2%	-3%	3%	?	1%	8%

One compound at a time (already shown). Screens in order: p53 reactivator, uPA surface inh, MBNL1-CUG inh, NPC1 prom act, RORgamma inh, Rab9 promoter act, CXXC DNA block, Gal4-VP16 FLuc, FLuc counter, ELG1 genotoxic, BRCA1 expr act
`COc1ccccc1OCCNC(=O)c1cccc(S(=O)(=O)NCc2ccccc2)c1` is listed as -1%, -10%, /, -3%, /, -7%, /, /, -1%, 0%, -35%
`CCOC(=O)CSC1=C(C#N)C(=O)NC2(CCCCC2)S1` is listed as 4%, -2%, -3%, 0%, -25%, 9%, -1%, -1%, -4%, 4%, -8%

(list continues)
SMILES	p53 reactivator	uPA surface inh	MBNL1-CUG inh	NPC1 prom act	RORgamma inh	Rab9 promoter act	CXXC DNA block	Gal4-VP16 FLuc	FLuc counter	ELG1 genotoxic	BRCA1 expr act
CCOc1cc(/C=N/NC(=O)c2nnn(-c3nonc3N)c2C)ccc1OCc1cccc(F)c1	1%	-2%	2%	-8%	4%	-1%	9%	-2%	1%	4%	-20%
COC(=O)CSc1nnc2c3c4c(sc3nc(-n3nc(C)cc3C)n12)COC(C)(C)C4	2%	7%	6%	-1%	6%	-2%	-4%	2%	6%	0%	-16%
COC(=O)c1ccccc1S(=O)(=O)N(CCCO)Cc1cc2c(C)ccc(C)c2[nH]c1=O	1%	/	-1%	-2%	?	-4%	-6%	0%	3%	-8%	-21%
CCOC(=O)c1sc(NC(=O)CSC(=S)N2CCOCC2)nc1C	-3%	-9%	-11%	-3%	6%	1%	4%	-16%	0%	-1%	-16%
Cc1cccc(C(=O)Oc2ccc(/C=N/NC(=O)c3ccncc3)cc2)c1	1%	6%	4%	2%	0%	4%	25%	-11%	-2%	2%	0%
CCn1c(O)c(C#N)c(C)cc1=O	0%	1%	-8%	2%	-2%	-3%	3%	-1%	-2%	0%	-1%
O=C1[C@H]2[C@@H](C3CC3)N3C(=O)CN(Cc4ccccn4)C(=O)[C@@]3(Cc3ccccc3)[C@H]2C(=O)N1c1ccccc1	7%	-1%	-5%	0%	-4%	-1%	1%	-1%	2%	-3%	16%
Cc1ccccc1C(=O)NCC(=O)OC(C)C(=O)Nc1ccnn1C(C)C (configuration not stated)	-1%	0%	/	1%	/	-2%	/	/	2%	0%	-6%
NS(=O)(=O)c1ccc(NC(=S)NCc2ccc3c(c2)OCO3)cc1	3%	/	0%	-4%	2%	-5%	5%	5%	-16%	-3%	-25%
c1ccc(Cn2c3ccccc3c3nnc(SCCN4CCCCC4)nc32)cc1	-1%	5%	/	-2%	-12%	-1%	-1%	-1%	?	-11%	7%

Some of these compounds in order of length of the SMILES, low to high:
SMILES	p53 reactivator	uPA surface inh	MBNL1-CUG inh	NPC1 prom act	RORgamma inh	Rab9 promoter act	CXXC DNA block	Gal4-VP16 FLuc	FLuc counter	ELG1 genotoxic	BRCA1 expr act
CCOc1ccc2c(c1)C(=O)c1cc(OCC(=O)O)ccc1-2	-6%	-7%	/	14%	17%	2%	5%	-19%	3.4µM*	-8%	0%
COc1ccc(NC(=O)C2=CN3CCS(=O)(=O)N=C3C=C2)c(OC)c1	0%	12%	/	-2%	/	-8%	/	/	-2%	-1%	-15%
NS(=O)(=O)c1cc2c(cc1Cl)NC(C1C[C@H]3C=C[C@@H]1C3)NS2(=O)=O (some centres not stated)	0%	18%	-5%	0%	24%	1%	1%	-28%	8%	-1%	3%
